Compound activity as filed in PubChem BioAssay.
IDH1 R132H inh – blocks human IDH1 R132H reductase activity | inhibition, % at 10 µM | diaphorase/resazurin fluorescence, 60 min | 0.18% of 70,000 active; in the data active = inhibition above about 34%;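 note: 0% = DMSO and 100% = no enzyme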
PRC2 inh – EZH2 (human) methyltransferase inhibition; inhibition, % at 12.5 µM; AID 651548; 0.35% of 57,000 active; Q15910; PRC2 H3K27 methylation, DELFIA TRF, 1 h;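 active = mean inhibition of replicates at least 50% and every single replicate also reaching 50%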;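 note: dimethyl H3K27 on biotinylated H3 21-44 peptide detected by antibody; plate controls were median neutral control wells for no effect and median positive control wells for full effect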
Target sequence (Q15910 whole entry, looked up): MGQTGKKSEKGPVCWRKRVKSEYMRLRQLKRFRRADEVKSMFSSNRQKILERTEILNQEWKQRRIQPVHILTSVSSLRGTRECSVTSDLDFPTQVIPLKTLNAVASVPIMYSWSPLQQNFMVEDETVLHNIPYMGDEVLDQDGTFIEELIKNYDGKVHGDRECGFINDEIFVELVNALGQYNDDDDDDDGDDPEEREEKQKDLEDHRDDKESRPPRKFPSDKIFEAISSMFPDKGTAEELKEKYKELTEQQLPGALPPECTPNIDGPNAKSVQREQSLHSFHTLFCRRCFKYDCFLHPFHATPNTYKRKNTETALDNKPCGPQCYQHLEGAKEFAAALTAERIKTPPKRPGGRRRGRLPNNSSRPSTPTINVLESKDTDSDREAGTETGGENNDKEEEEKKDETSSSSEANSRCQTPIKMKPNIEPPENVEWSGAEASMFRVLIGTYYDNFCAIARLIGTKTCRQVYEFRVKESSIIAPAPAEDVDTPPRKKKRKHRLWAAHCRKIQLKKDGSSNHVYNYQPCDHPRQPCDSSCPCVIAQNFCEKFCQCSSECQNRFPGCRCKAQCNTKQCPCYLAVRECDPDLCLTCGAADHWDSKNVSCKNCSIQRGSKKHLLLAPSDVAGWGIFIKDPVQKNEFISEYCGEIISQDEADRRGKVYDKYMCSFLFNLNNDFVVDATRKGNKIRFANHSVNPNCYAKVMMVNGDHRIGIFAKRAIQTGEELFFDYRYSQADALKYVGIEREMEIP
* = called active by the depositor; nt = no result given. Only part of the results is shown (hit frequency here may not be typical).

Values in the order – PRC2 inh	IDH1 R132H inh
[1] C[C@H]1CN([C@@H](C)CO)C(=O)Cc2cc(NC(=O)Cn3cnnn3)ccc2O[C@@H]1CN(C)S(=O)(=O)c1cn(C)cn1
 : nt	-0.1
[2] COc1ccccc1C#Cc1ccc([C@H]2[C@@H](CO)N(C(=O)C3CCCCC3)[C@H]2C#N)cc1
 : nt	-0.4
[3] C[C@H]1CN([C@@H](C)CO)C(=O)c2cccc(NC(=O)C3CCOCC3)c2O[C@H]1CN(C)Cc1ccccc1
 : -3.7	0.9
[4] Cc1nc(S(=O)(=O)N[C@@H]2CCN(Cc3cccc(OCCO)c3)C2)cn1C
 : -5.6	nt
[5] COCC(=O)Nc1ccc2c(c1)C(=O)N(C)C[C@@H](OC)[C@H](C)CN[C@@H](C)CO2
 : -3.6	nt
[6] CN1CCC(OC(=O)COc2ccc(Br)cc2)CC1
 : -4.2	0.1
[7] COc1cccc(NC(=O)CSc2nnc(-c3ccc(Cl)cc3)n2C)c1
 : 5.3	0.3
[8] C[C@@H]1CCCCO[C@H](CN(C)Cc2ccncc2)[C@H](C)CN([C@@H](C)CO)C(=O)c2cc(NC(=O)c3ccccc3)ccc2O1
 : -4.5	nt
[9] C[C@@H]1CN([C@H](C)CO)C(=O)c2cc(C#Cc3cccnc3)cnc2O[C@H]1CN(C)C(=O)CN(C)C
 : 2.6	6.9
[10] COCC(=O)N1C[C@H](C)[C@@H](OC)CN(C)C(=O)c2ccc(NS(C)(=O)=O)cc2OC[C@H]1C
 : 2.7	0.5
[11] C[C@H](CO)N1C[C@H](C)[C@@H](CN(C)C(=O)Nc2ccc(C(F)(F)F)cc2)Oc2ccc(NC(=O)C3CCCCC3)cc2C1=O
 : -19.6	-3.4
[12] O=C(NO)c1cccc(C(=O)N/N=C/c2cc(Br)cc([N+](=O)[O-])c2O)c1
 : 4.9	nt
[13] C[C@@H]1CN([C@@H](C)CO)C(=O)c2cc(NC(=O)Cc3ccccc3)ccc2O[C@@H]1CN(C)S(=O)(=O)c1ccc(F)cc1
 : -12.9	nt
[14] C[C@@H]1CN([C@@H](C)CO)C(=O)c2cccc(NS(C)(=O)=O)c2O[C@H]1CN(C)Cc1ccc(Oc2ccccc2)cc1
 : nt	0.7
[15] C[C@H]1CN([C@@H](C)CO)C(=O)Cc2cc(NC(=O)NC3CCCCC3)ccc2O[C@H]1CN(C)Cc1ccc(-c2ccccc2)cc1
 : nt	0.3
[16] O=C1O[C@H](c2ccccc2)[C@H](c2ccccc2)N2[C@H]1[C@@H](C(=O)N1CCCCCCC1)[C@]1(C(=O)Nc3ccc(C#CC4(O)CCCCCC4)cc31)[C@H]2c1ccccc1OCCO
 : -14.9	nt
[17] C[C@H](CO)N1C[C@H](C)[C@@H](CN(C)Cc2ccc(Cl)c(Cl)c2)Oc2c(NC(=O)Nc3cccc4ccccc34)cccc2C1=O
 : nt	-0.3
[18] CNC[C@H]1Oc2ccc(NS(=O)(=O)c3ccc(C)cc3)cc2CC(=O)N([C@@H](C)CO)C[C@H]1C
 : -1.4	4.4
[19] CCC(=O)N(C)C[C@@H]1Oc2ncc(-c3ccc(C#N)cc3)cc2C(=O)N([C@@H](C)CO)C[C@H]1C
 : nt	0.1
[20] O=C(C[C@@H]1CC[C@H](NC(=O)c2cccnc2)[C@@H](CO)O1)NCCN1CCCCC1
 : -1.0	0.2
[21] C[C@@H]1CN([C@H](C)CO)C(=O)c2cccc(NC(=O)Nc3ccc(F)cc3)c2O[C@@H]1CN(C)C(=O)NC1CCCCC1
 : 4.5	3.4
[22] CCC(=O)N1C[C@H](C)[C@H](OC)CN(C)C(=O)c2cc(NC(=O)c3cnccn3)ccc2OC[C@@H]1C
 : -0.7	0.2
[23] Cc1ccc(C(C)C)c(OCC(=O)Nc2ccccc2C#N)c1
 : 20.4	-0.8
[24] CC(C)COCC(CN(Cc1ccccc1)c1ccccc1)N1CCCC1 (centres undefined)
 : nt	-1.6
[25] Cc1cc(Cl)c(S(=O)(=O)Nc2cccc(Br)c2)cc1OCC(N)=O
 : -13.2	-0.4
[26] COc1ccccc1C(=O)Nc1ccc2c(c1)C(=O)N(C)C[C@@H](OC)[C@H](C)CN(C(C)=O)[C@H](C)CO2
 : 5.8	0.0
[27] C[C@@H]1CN([C@H](C)CO)C(=O)c2cc(NC(=O)c3ccncc3)ccc2O[C@@H](C)CCCCO[C@H]1CN(C)C(=O)c1ccccc1
 : 15.2	nt
[28] C[C@@H]1CN([C@@H](C)CO)C(=O)Cc2cc(NC(=O)Cc3ccccc3)ccc2O[C@@H]1CN(C)C(=O)NC1CCCCC1
 : -8.2	0.7
[29] CO[C@H]1CN(C)C(=O)c2cc(NS(=O)(=O)CC(F)(F)F)ccc2OC[C@H](C)N(C(=O)c2ccc3c(c2)OCO3)C[C@@H]1C
 : 1.6	0.0
[30] CC(=O)N[C@@H](Cc1c[nH]c2ccccc12)C(N)=O
 : -1.4	0.2
[31] O=C(C[C@H]1CC[C@@H](NC(=O)c2ccccn2)[C@H](CO)O1)NCc1cccc(F)c1
 : 3.1	-0.2
[32] O=C1C[C@@H](c2ccc(O)cc2)Oc2cc(O)c([C@@H]3O[C@H](CO)[C@@H](O)[C@H](O)[C@H]3O)c(O)c21
 : -34.5	0.5
[33] NS(=O)(=O)C#Cc1ccccc1
 : -15.2	1.1
[34] CC(C)(C)[S@](=O)N1Cc2cc(C(=O)NCCN3CCCC3)nc(-c3cccc(-c4ccc(C#N)cc4)c3)c2[C@@H]1CCO
 : -23.5	-0.3
[35] COc1ccc(-c2cnc3c(c2)C(=O)N([C@H](C)CO)C[C@H](C)[C@H](CN(C)Cc2ccc4c(c2)OCO4)O3)cc1
 : nt	-0.9
[36] CCCC(=O)Nc1ccc2c(c1)C(=O)N(C)C[C@H](OC)[C@@H](C)CN(C(=O)c1ccccc1F)[C@H](C)CO2
 : -4.2	-0.1
[37] CO[C@@H](CN(C)Cc1nccs1)[C@@H](C)CN([C@H](C)CO)S(=O)(=O)c1ccc(F)cc1
 : -7.6	0.3
[38] C[C@H](CO)N1C[C@H](C)[C@H](CN(C)Cc2ccc(C(F)(F)F)cc2)Oc2ccc(NC(=O)Nc3ccc4c(c3)OCO4)cc2CC1=O
 : nt	-0.3
[39] O=C(CC1NC2CCCCC2NC1=O)Nc1ccc(Cl)c(Cl)c1 (centres undefined)
 : -5.4	-0.4
[40] CN(Cc1ccccc1)CC1CC(c2ccccc2)OC(c2ccc(NC(=O)CCCCCCC(=O)O)cc2)O1 (centres undefined)
 : 28.4	nt
[41] C[C@@H]1CCCCO[C@@H](CN(C)Cc2ccncc2)[C@H](C)CN([C@H](C)CO)C(=O)c2cc(N(C)C)ccc2O1
 : 2.0	1.9
[42] CC(C)NC(=O)Nc1ccc2c(c1)C(=O)N([C@H](C)CO)C[C@@H](C)[C@H](CN(C)Cc1ccc(C(F)(F)F)cc1)OCCCC[C@H](C)O2
 : nt	-1.1
[43] C[C@@H]1CN([C@@H](C)CO)C(=O)c2cccc(NC(=O)c3nc4ccccc4s3)c2O[C@H]1CN(C)C(=O)Nc1ccccc1
 : nt	1.4
[44] Cc1ccc(S(=O)(=O)Nc2cccc3c2O[C@@H](CN(C)S(=O)(=O)c2cn(C)cn2)[C@@H](C)CN([C@H](C)CO)C3=O)cc1
 : nt	-7.5
[45] Cc1noc(C)c1NC(=O)Nc1ccc2c(c1)C(=O)N([C@@H](C)CO)C[C@H](C)[C@@H](CN(C)CC1CCCCC1)OCCCC[C@H](C)O2
 : nt	3.5
[46] COc1cc(CN2CCN(CCO)CC2)c([N+](=O)[O-])cc1OC
 : 19.8	1.2
[47] O=C(Nc1ccccc1)Nc1ccc2c(c1)[C@@H]1C[C@@H](CC(=O)N3CCOCC3)O[C@H](CO)[C@@H]1O2
 : -12.7	-0.2
[48] COc1ccc(NC(=O)N(C)C[C@H]2Oc3c(NC(=O)Nc4ccc5c(c4)OCO5)cccc3C(=O)N([C@H](C)CO)C[C@@H]2C)cc1
 : nt	-0.4
[49] C[C@H]1CN([C@@H](C)CO)S(=O)(=O)c2ccc(/C=C/c3ccccc3)cc2O[C@@H]1CN(C)C(=O)CN1CCOCC1
 : -12.5	-0.1
[50] CCCN(C)C[C@H]1Oc2ncc(C#CCOC)cc2C(=O)N([C@@H](C)CO)C[C@H]1C
 : -1.9	1.4
[51] COc1ccc(S(=O)(=O)N(C)CC(=O)Nc2cc(C(F)(F)F)ccc2Cl)cc1C
 : 0.1	0.6
[52] COC(=O)C1=COC(O[C@@H]2O[C@H](CO)[C@@H](O)[C@H](O)[C@H]2O)[C@@H]2[C@@H](C)[C@@H](OC(=O)/C=C/c3ccc(O)c(O)c3)[C@@H](O)[C@H]12 (some centres undefined)
 : 4.2	-0.7
[53] COc1ccc(S(=O)(=O)Nc2ccc3c(c2)CC(=O)N([C@H](C)CO)C[C@@H](C)[C@H](CN(C)C(=O)Nc2ccc(F)cc2)O3)cc1
 : nt	-7.4
[54] C[C@H](CO)N1C[C@H](C)[C@@H](CN(C)C(=O)Nc2ccc(C(F)(F)F)cc2)Oc2c(NS(=O)(=O)c3ccccc3)cccc2C1=O
 : nt	-2.0
[55] CO[C@@H]1CN(C)C(=O)c2ccc(NC(=O)NC(C)C)cc2OC[C@H](C)N(Cc2cncnc2)C[C@H]1C
 : 6.3	0.1
[56] Cc1noc(C)c1NC(=O)N(C)C[C@H]1OCCCC[C@@H](C)Oc2ccc(N(C)C)cc2C(=O)N([C@H](C)CO)C[C@H]1C
 : -6.0	-3.2
[57] C[C@H]1CN([C@@H](C)CO)C(=O)c2cccc(NC(=O)Nc3ccc(F)cc3)c2O[C@H]1CN(C)Cc1ccc(C(F)(F)F)cc1
 : -16.9	0.5
[58] C[C@H](CO)N1C[C@H](C)[C@H](CN(C)Cc2ccncc2)Oc2ccc(NS(=O)(=O)c3cn(C)cn3)cc2CC1=O
 : nt	4.8
[59] Cc1noc(C)c1S(=O)(=O)Nc1ccc2c(c1)C(=O)N([C@H](C)CO)C[C@H](C)[C@H](CN(C)Cc1ccc(Oc3ccccc3)cc1)O2
 : nt	0.4
[60] C[C@@H]1CN([C@@H](C)CO)S(=O)(=O)c2ccc(C#Cc3cccc(F)c3)cc2O[C@H]1CN(C)C(=O)NC1CCCCC1
 : -1.6	4.6

More compounds
Values in the order – PRC2 inh	IDH1 R132H inh
[61] Cc1ccc(S(=O)(=O)N(C)C[C@@H]2Oc3c(NC(=O)Nc4ccc5c(c4)OCO5)cccc3C(=O)N([C@@H](C)CO)C[C@H]2C)cc1
 : nt	-1.1
[62] C[C@H](CO)N1C[C@H](C)[C@@H](CN(C)C(=O)c2ccccc2)OCc2cn(nn2)CCCC1=O
 : nt	-1.0
[63] COc1ccc(CN(C)C[C@H]2OCCCC[C@H](C)Oc3ccc(NC(=O)Nc4ccc(F)cc4)cc3C(=O)N([C@@H](C)CO)C[C@H]2C)cc1
 : nt	0.8
[64] O=C(C[C@H]1C=C[C@H](NC(=O)c2cccc(F)c2)[C@H](CO)O1)Nc1nccs1
 : -6.1	0.0
[65] C[C@@H]1CN([C@H](C)CO)C(=O)Cc2cc(NS(C)(=O)=O)ccc2O[C@@H]1CN(C)Cc1ccccc1
 : 5.7	nt
[66] C[C@@H]1CN([C@H](C)CO)C(=O)c2cc(NS(=O)(=O)c3ccc(F)cc3)ccc2O[C@H]1CN(C)S(=O)(=O)c1cn(C)cn1
 : nt	1.1
[67] CNC[C@@H]1Oc2ccc(NC(=O)c3ccncc3)cc2CC(=O)N([C@@H](C)CO)C[C@@H]1C
 : 1.1	1.3
[68] C=C(C)[C@H]1C[C@]2(C)[C@@H](C)C[C@H](O)C[C@H]2[C@H](OC(=O)C=C(C)C)[C@@H]1O
 : nt	0.1
[69] CCCNC(=O)Nc1ccc2c(c1)OC[C@@H](C)N(C)C[C@H](C)[C@H](OC)CN(C)C2=O
 : 0.8	0.1
[70] C[C@H](CO)N1C[C@H](C)[C@H](CN(C)Cc2ccc(C(=O)O)cc2)Oc2c(NC(=O)c3ccncc3)cccc2C1=O
 : nt	0.4
[71] COc1ccccc1-c1cn(CC[C@H]2CC[C@H](NS(=O)(=O)c3ccccc3C)[C@@H](CO)O2)nn1
 : 0.3	-0.4
[72] COc1ccc(O)c(/C=N/NC(=O)CCCCCCC(=O)Nc2ccccc2O)c1
 : 9.0	0.2
[73] CO[C@H]1C[C@@H]2CC[C@@H](C)[C@@](O)(O2)C(=O)C(=O)N2CCCC[C@H]2C(=O)O[C@H](C(C)CC2CC[C@@H](O)[C@H](OC)C2)CC(=O)[C@H](C)/C=C(\C)[C@@H](O)[C@@H](OC)C(=O)[C@H](C)C[C@H](C)/C=C/C=C/C=C\1C (some centres undefined)
 : nt	-0.3
[74] COc1ccc(NC(=O)Nc2cccc3c2O[C@H](CN(C)S(=O)(=O)c2ccccc2)[C@@H](C)CN([C@H](C)CO)C3=O)cc1
 : nt	0.9
[75] CC(=O)Nc1ccc(S(=O)(=O)NCc2ccc3[nH]c4c(c3c2)CCCC4)cc1
 : -9.5	0.8
[76] C[C@@H]1CN([C@@H](C)CO)C(=O)Cc2cc(N(C)C)ccc2O[C@@H]1CN(C)Cc1ccc(C(=O)O)cc1
 : -1.5	3.1
[77] C[C@H]1CN([C@@H](C)CO)C(=O)c2cccc(NS(=O)(=O)c3cn(C)cn3)c2O[C@@H]1CN(C)Cc1ccc(Cl)c(Cl)c1
 : 1.2	2.2

Complete entries, looked up by structure:
CCCNC(=O)Nc1ccc2c(c1)OC[C@@H](C)N(C)C[C@H](C)[C@H](OC)CN(C)C2=O reads PRC2 inh: 0.8; IDH1 R132H inh: 0.1
O=C(C[C@H]1C=C[C@H](NC(=O)c2cccc(F)c2)[C@H](CO)O1)Nc1nccs1 reads PRC2 inh: -6.1; IDH1 R132H inh: 0.0

3 entries from above in another layout.
entry	smiles	PRC2 inh	IDH1 R132H inh
66	C[C@@H]1CN([C@H](C)CO)C(=O)c2cc(NS(=O)(=O)c3ccc(F)cc3)ccc2O[C@H]1CN(C)S(=O)(=O)c1cn(C)cn1	nt	1.1
67	CNC[C@@H]1Oc2ccc(NC(=O)c3ccncc3)cc2CC(=O)N([C@@H](C)CO)C[C@@H]1C	1.1	1.3
68	C=C(C)[C@H]1C[C@]2(C)[C@@H](C)C[C@H](O)C[C@H]2[C@H](OC(=O)C=C(C)C)[C@@H]1O	nt	0.1
